# Source: PubChem
# TEAD-YAP inh = TEAD-YAP interaction inhibition. HEK-TIYL cells, TEAD-Gal4/YAP UAS-luciferase luminescence. inhibition, % at 9.12 µM. 1.4% of 640,000 active. AID 1259422; in the data active = inhibition above about 32%;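 also: 0% = median of test compound wells and 100% = reference inhibitor wells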
# FBW7 act = human FBW7 E3 ligase activation, primary screen | Q969H0 | AlphaScreen FBW7–phospho-cyclin E peptide binding, activator screen | normalized activity (activation), % at 26.1 µM | 0.13% of 650,000 active | AID 1259310; in the data active = normalized activity above about 1.9%;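 also: purified mutant Fbw7 with reduced substrate affinity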
# MITF inh = inhibitors of human MITF. O75030. AlphaScreen MITF homodimerization, bead proximity signal. inhibition, % at 2.6 µM. 0.91% of 650,000 active. AID 1259374; in the data active = inhibition above about 50%;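 also: 0% = vehicle wells with protein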
# Target sequence (O75030 whole entry, looked up): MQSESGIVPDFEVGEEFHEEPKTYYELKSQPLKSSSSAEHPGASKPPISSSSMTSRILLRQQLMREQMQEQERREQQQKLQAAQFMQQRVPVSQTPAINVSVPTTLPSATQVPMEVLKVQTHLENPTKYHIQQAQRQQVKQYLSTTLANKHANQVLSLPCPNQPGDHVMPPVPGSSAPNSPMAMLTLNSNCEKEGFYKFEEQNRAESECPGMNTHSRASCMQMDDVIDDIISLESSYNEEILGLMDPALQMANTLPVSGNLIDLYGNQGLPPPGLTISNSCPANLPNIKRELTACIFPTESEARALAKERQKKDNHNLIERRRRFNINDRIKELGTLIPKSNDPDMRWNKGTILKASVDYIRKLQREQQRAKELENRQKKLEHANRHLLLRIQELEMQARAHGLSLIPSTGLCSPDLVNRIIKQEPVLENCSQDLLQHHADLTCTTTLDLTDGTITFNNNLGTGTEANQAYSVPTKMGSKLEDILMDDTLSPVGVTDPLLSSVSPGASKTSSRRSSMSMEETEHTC
# GPR151 activ = activators of human GPR151 | activation, % at 11.2 µM | PathHunter beta-arrestin GPR151 cells, luminescence | 1% of 650,000 active; in the data active = activation above about 4.9%;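 also: 0% = median of compound wells and 100% = cells with positive control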
# Target sequence (Q8TDV0 whole entry, looked up): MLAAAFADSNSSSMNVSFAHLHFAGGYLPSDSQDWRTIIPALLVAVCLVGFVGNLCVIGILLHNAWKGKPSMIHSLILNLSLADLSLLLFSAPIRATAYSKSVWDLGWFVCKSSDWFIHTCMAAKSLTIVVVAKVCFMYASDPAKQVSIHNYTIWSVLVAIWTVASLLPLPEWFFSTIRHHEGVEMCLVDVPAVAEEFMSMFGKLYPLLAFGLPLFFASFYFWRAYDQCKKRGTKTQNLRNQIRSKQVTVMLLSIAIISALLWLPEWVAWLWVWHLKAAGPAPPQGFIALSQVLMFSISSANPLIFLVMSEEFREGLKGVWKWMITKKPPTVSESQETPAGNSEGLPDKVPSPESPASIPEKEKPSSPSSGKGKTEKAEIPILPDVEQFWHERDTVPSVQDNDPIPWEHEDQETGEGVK
# An asterisk follows results filed as active; · = no result given; & = joins results of further samples. The list is partial. The share of hits here may be higher or lower than overall.
Molecule	TEAD-YAP inh	FBW7 act	MITF inh	GPR151 activ
O=c1c2ccccc2nc(/C=C/c2ccc([N+](=O)[O-])cc2)n1-c1ccc(O)cc1	4	0.2	17	-1.4
Cc1cccc(-c2cnc(C)nc2C2CCCN(C(=O)C3C(C)(C)C3(C)C)C2)c1 (centres undefined)	-2	0.7	19	-0.2
Cc1cc(NC(=O)COC(=O)c2c(C)nn(Cc3ccccc3Cl)c2Cl)no1	0	-0.1	4	-0.3
O=[N+]([O-])c1ccccc1CN1CCN(Cc2ccc(F)cc2)CC1	-23	-0.1	68*	0.3
FC(F)(F)c1cccc(N2CCN(c3ncnc4nc[nH]c34)CC2)c1	-15	0.1	-8	-0.5
CCC(COC(=O)c1cc(OC)c(OC)c(OC)c1)(c1ccccc1)N(C)C (centres undefined)	5&11	0.1&0.2	-9&12	-0.4&-0.7
CC1(C)CC(NC(=O)CN2CCCC2=O)CC(C)(C)N1	-31	0.0	5	0.9
C=CCSSCC=C	-1	-0.1	-9	-0.1
CC(C)(C)c1ccc(OCC(=O)Nc2ccc(Cl)cc2C(=O)c2ccccc2)cc1	-6	-0.2	3	4.8
O=c1c2ccccc2nc(-c2ccccc2)n1-c1ccccc1Cl	13	-0.1	-13	0.2
Cc1cc(CN(C)C)c(OC(=O)N(C)C)cc1C	-2	0.1	-8	0.2
CC1CCCN(C(=O)CN2C3CCC2CC(O)(c2ccco2)C3)C1 (centres undefined)	-1	0.1	9	-0.4
O=c1c2ccccc2nc(/C=C/c2cc(Br)ccc2O)n1-c1cccc(O)c1	-4	0.0	-6	0.7
CCOC(=O)C1=C(c2ccccc2)OC(N)=C(C#N)C12C(=O)Nc1ccc(Br)cc12 (centres undefined)	1	-0.1	2	-1.5
CCCCCCC(C)(C)c1cc(OC)c2c(c1)OC(C)(C)[C@@H]1CC=C(C)C[C@@H]21	·	·	-8	-2.6

# Rewritten field by field: part of the list above
SMILES: CC1CCCN(C(=O)CN2C3CCC2CC(O)(c2ccco2)C3)C1 (centres undefined)
  TEAD-YAP inh: -1
  FBW7 act: 0.1
  MITF inh: 9
  GPR151 activ: -0.4

SMILES: O=c1c2ccccc2nc(/C=C/c2cc(Br)ccc2O)n1-c1cccc(O)c1
  TEAD-YAP inh: -4
  FBW7 act: 0.0
  MITF inh: -6
  GPR151 activ: 0.7

SMILES: CCOC(=O)C1=C(c2ccccc2)OC(N)=C(C#N)C12C(=O)Nc1ccc(Br)cc12 (centres undefined)
  TEAD-YAP inh: 1
  FBW7 act: -0.1
  MITF inh: 2
  GPR151 activ: -1.5

SMILES: CCCCCCC(C)(C)c1cc(OC)c2c(c1)OC(C)(C)[C@@H]1CC=C(C)C[C@@H]21
  TEAD-YAP inh: ·
  FBW7 act: ·
  MITF inh: -8
  GPR151 activ: -2.6

# Further compounds follow:
Molecule	TEAD-YAP inh	FBW7 act	MITF inh	GPR151 activ
Cc1ccc(NC(=O)CCc2nc(C3=CCN(C)CC3)no2)c(Br)c1	-3	0.9	11	0.2
CCOc1ccc(-n2c(/C=C/c3ccc(OC)cc3)nc3ccccc3c2=O)cc1	12	-0.1	-8	0.1
CCN(C(=O)Oc1ccccc1)c1ccc(C(O)(C(=O)OC)C(F)(F)F)cc1 (centres undefined)	-5	0.0	-12	0.7
Cc1nc2cc([N+](=O)[O-])ccc2c(=O)n1-c1ccccc1	15	0.5	2	0.7
CCOc1ccc(-n2c(/C=C/c3ccccc3)nc3ccccc3c2=O)cc1	13	0.0	-4	6.9*
O=c1cccc2n1C[C@H]1C[C@@H]2CN2CCCC[C@@H]12	5	-0.1	0	2.3
O=C(O)c1[nH]c2ccc(Cl)cc2c1CC(=O)N1CCN(C2CCCCC2)CC1	-11	-0.2	-3	0.3
Cc1ccc(F)cc1-n1c(/C=C\c2ccc(F)c(F)c2)nc2ccccc2c1=O	-1	-0.1	9	-1.6
O=C(CCN1CCOCC1)Nc1ccc(Cl)cc1C(=O)c1ccccc1	-1	-0.5	0	1.8
CN(C)C1=NP(N(C)C)(N(C)C)=NC(c2ccccc2)=N1	7	0.3	13	0.7
CC(=O)N1CCC(N2Cc3ccccc3-n3cccc3C2c2ccco2)CC1 (centres undefined)	-4	0.0	6	-0.2
COc1ccc(/C=C/c2nc3ccccc3c(=O)n2-c2ccc(F)c(Cl)c2)cc1O	0	-0.2	-15	-0.7
CCOC(=O)c1c(C)n(Cc2ccccc2)c2ccc(OCC(O)Cn3nc(C)cc3C)cc12 (centres undefined)	-2	0.0	-9	-0.5
CN1C(=O)NC(=O)/C(=C\c2cn(Cc3ccccc3Cl)c3ccccc23)C1=O	8	0.0	7	0.4
OC12ONC(c3ccccn3)C1N1CCC2CC1 (centres undefined)	10	0.1	14	1.6

# An excerpt of these results, field by field.
CC(=O)N1CCC(N2Cc3ccccc3-n3cccc3C2c2ccco2)CC1 (centres undefined)
  TEAD-YAP inh: -4; FBW7 act: 0.0; MITF inh: 6; GPR151 activ: -0.2
COc1ccc(/C=C/c2nc3ccccc3c(=O)n2-c2ccc(F)c(Cl)c2)cc1O
  TEAD-YAP inh: 0; FBW7 act: -0.2; MITF inh: -15; GPR151 activ: -0.7
CCOC(=O)c1c(C)n(Cc2ccccc2)c2ccc(OCC(O)Cn3nc(C)cc3C)cc12 (centres undefined)
  TEAD-YAP inh: -2; FBW7 act: 0.0; MITF inh: -9; GPR151 activ: -0.5

# (more compounds)
Molecule	TEAD-YAP inh	FBW7 act	MITF inh	GPR151 activ
OC1(c2cccc(F)c2)CC2CCC(C1)N2Cc1nnnn1Cc1ccccc1 (centres undefined)	11	0.0	3	0.4
O=C1OC(c2cncc(Br)c2)=N/C1=C\c1ccco1	8	-0.3	11	-0.2
O=C1Nc2ccccc2C1=Cc1nc2ccc(I)cc2c(=O)n1-c1ccccc1	-6	0.0	-7	1.2
CCC(CC)N1CCN(Cc2ccc(OC)cc2)CC1	0	0.2	54*	0.0
CSc1ccc(/C=C/c2nc3ccccc3c(=O)n2-c2ccc(F)c(Cl)c2)cc1	7	-0.1	-5	3.4
Nc1ccc(NC2=NCCCS2)cc1	-3	0.2	-8	-1.3
Cc1cc([N+](=O)[O-])c2ccccc2[n+]1[O-]	92*	-0.3	-7	-1.8
O=C(O)CSC(c1ccc(F)cc1)c1ccc(F)cc1	-1	0.0	-10	1.6
Cc1ccc(CN2CCN(C(=O)Cc3ccccc3)CC2)cc1	-3	-0.1	10	-0.7
COc1ccc(-c2nn(CCC#N)cc2C=O)cc1	0	0.6	20	1.1
Cc1ccc(N2C(=O)NC(=O)/C(=C\C=C\c3ccco3)C2=O)cc1C	7	0.4	10	0.8
Cc1no[n+]([O-])c1COc1cccc(C=C2C(=O)NC(=S)NC2=O)c1	2	-0.2	-10	-0.9
COc1ccc(C2(O)CC3CCC(C2)N3)cc1 (centres undefined)	0	0.1	12	3.9
CCC1(C(=O)c2ccc(C(C)(C)C)cc2)C2c3cc(Br)ccc3OC(=O)C21C(=O)OC (centres undefined)	-3	0.0	7	0.0
Fc1ccc(C(OCCN2CCN(C/C=C/c3ccccc3)CC2)c2ccc(F)cc2)cc1	·	-0.3	-2	-0.2
Cc1nc(S(=O)(=O)N2CCCCC2c2cccnc2)cn1C (centres undefined)	-2	0.2	5	-0.9
Cc1cc(O)c2c3c(c(=O)oc2c1)CCC(C)C3 (centres undefined)	30	0.5	3	-0.4
Nc1c(Cl)cc([N+](=O)[O-])cc1[N+](=O)[O-]	-9	-0.1	5	-0.7
c1cc(CN2CCC(NCCc3cnc[nH]3)CC2)ccn1	-5	-0.1	-2	-1.0
CN(C)P(=O)(N(C)C)N1CCCc2ccccc21	-2	0.1	-6	0.5
O=C1NC(=S)N(c2ccc(Cl)cc2)C(=O)/C1=C/c1ccc(O)cc1	13	0.1	14	-1.2
CC(Cc1ccsc1)NCc1c(C(=O)N2CCCC2)nc2ccccn12 (centres undefined)	2	0.0	5	-0.2
COc1cc(Cl)c2[nH]cc(CCN)c2c1	2	0.1	0	-0.8
CCOC(=O)CC1=C(C(=O)OCC)C2(C(=O)N1)C(C(=O)OC)=C(N)Oc1ccccc12 (centres undefined)	5	0.2	2	2.3
COc1ccc(O)c(CN2CCN(Cc3ccccc3Br)CC2)c1	-12	-0.2	50	-0.1
N#Cc1ccc(NC(=O)COC(=O)CCC2CCCC2)cc1Cl	0	1.3	15	0.5
COC(=O)C1C2c3ccccc3O[C@]1(C)N=c1s/c(=C/c3ccc(OC)cc3)c(=O)n12 (some centres undefined)	-1	-0.2	-6	-0.2
CCC(C)N1CCN(Cc2ccccc2Br)CC1 (centres undefined)	9	0.4	83*	-1.1
C=CCN1C[C@H](C)N([C@H](c2ccc(C(=O)N(CC)CC)cc2)c2cccc(OC)c2)C[C@H]1C	·	0.0	2	5.2*
CCC1(c2ccccc2)C(=O)NC(=O)N(C(=O)c2ccc(Cl)cc2)C1=O (centres undefined)	14	0.0	0	0.8

# Next section:
# Under each structure – TEAD-YAP inh, FBW7 act, MITF inh, GPR151 activ
> CN1CCN(c2cc(N3CCCC3)c(F)cc2[N+](=O)[O-])CC1
  11, 0.2, 19, 1.0
> COc1cc([N+](=O)[O-])cc(/C=C2/C(=O)NC(=O)N(C)C2=O)c1O
  -10, -0.5, 2, 4.7
> O=C1c2ccccc2-c2onc3c(Br)cc(N4CC4)c1c23
  16, -0.7, 33, -0.7
> O=C1OC(c2cncc(Br)c2)=N/C1=C/C=C/c1ccccc1
  8, 0.3, 13, -0.8
> O=C(Cn1c[n+]([N-][N+](=O)[O-])cn1)Nc1ncc(Br)cc1Br
  -8, 0.0, 18, -2.5
> COc1ccccc1CN1CCN(Cc2ccc(Cl)cc2)CC1
  -6, -0.1, 73*, 0.2
> Cn1c2cccc(=O)c-2nc2ccccc21
  ·, ·, 11, 0.5
> Fc1ccc(CN2CCC(n3nnc4ccccc43)CC2)cc1
  0, 0.1, 7, 0.3
> C#C[C@]1(O)CC[C@H]2[C@@H]3CCC4=CC(=O)CCC4=C3C=C[C@@]21CC
  ·, 0.2, 14, 1.5
> COC(=O)C(N)CCCN=C(N)N[N+](=O)[O-] (centres undefined)
  -2, -0.1, 4&-3, 1.5&3.7
> CCCCC/C=C\C/C=C\C/C=C\C/C=C\CCCCCC(=O)NCCO
  ·, ·, -9, 2.7
> C=COCCNC(=S)N1CCCCC1c1cccnc1 (centres undefined)
  -3, 0.2, 15, -0.9
> O=C(c1ccccc1)c1cc(Br)ccc1NC(=O)c1c(O)c2ccccc2[nH]c1=O
  3, 0.0, -1, 0.5
> CCOc1ccc(C(Nc2ccccc2)P2(=S)OCCCO2)cc1 (centres undefined)
  -11, -0.1, -6, -1.1
> CCCC1COC(Cn2cncn2)(c2ccc(Cl)cc2Cl)O1 (centres undefined)
  -8, 0.0, 11, -0.4
> O=c1ccc2[nH]cc(C3=CCNCC3)c2[nH]1
  ·, -0.2, -10, -0.1
> Cc1cc(C)c(C2=NCCN3CCNC3(C(F)(F)F)C2)c(=O)[nH]1 (centres undefined)
  -4, -0.2, 11, -1.2
> Nc1c(C(=O)NCc2ccccc2)c2nc3ccccc3nc2n1Cc1ccco1
  14, 0.3, 11, 0.3
> Cc1ccc2c(CC(=O)N3CCN(Cc4ccccc4)CC3)cc(=O)oc2c1
  6, 0.3, 11, -0.1
> O=C(CN1C2CCC1CC(O)(c1ccco1)C2)NC(c1ccccc1)c1ccccc1 (centres undefined)
  5, 0.0, 9, 0.3
> CCCCn1c(=O)c(C(=O)Nc2nccs2)c(O)c2ccccc21
  -10, 0.3, 2, 0.1
> Cc1nc2cc(-c3cccc(F)c3)nn2c(C)c1CCC(=O)N1CCC2(CC1)OCCO2
  5, -0.2, 5, 1.1
> Cc1cc2c(n1-c1ccc(C(=O)N3CCC4(CC3)OCCO4)cc1)CCC(C)C2 (centres undefined)
  4, 0.2, 17, -1.4
> CN1C(=O)C(=C/C=C/c2ccccc2)C(=O)N(C)C1=O
  -6, -0.3, 8, 0.5
> CCNC1(c2nnnn2-c2cccc(Cl)c2)CCCCC1
  -8, 0.7, 21, 0.2
> N#CC1(c2ccccc2)CCN(C2CC(=O)N(c3ccc(F)c(Cl)c3)C2=O)CC1 (centres undefined)
  -11, 0.0, 1, 0.6
> Cc1cc(NC(=O)Oc2ccccc2)no1
  7, -0.1, 0, -0.1
> CCOc1cc2c(cc1OCC)-n1cccc1C(c1coc3ccccc3c1=O)NC2 (centres undefined)
  -13, 0.5, 9, 1.3
> CSCCC(NC(=O)c1ccccc1)C(=O)Nc1cc(Cl)c([N+](=O)[O-])cc1O (centres undefined)
  -8, -0.1, 1, -1.3
> CC(=O)c1c(O)c(C)c(O)c(Cc2c(O)c3c(c(C(=O)/C=C/c4ccccc4)c2O)OC(C)(C)C=C3)c1O
  3&-1, -0.2&-0.1&0.0, 21&18&12, -1.6&0.0&1.5

# Two successive entries already listed, for reference:
# Under each structure – TEAD-YAP inh, FBW7 act, MITF inh, GPR151 activ
> N#CC1(c2ccccc2)CCN(C2CC(=O)N(c3ccc(F)c(Cl)c3)C2=O)CC1 (centres undefined)
  -11, 0.0, 1, 0.6
> Cc1cc(NC(=O)Oc2ccccc2)no1
  7, -0.1, 0, -0.1

# Further entries
# Under each structure – TEAD-YAP inh, FBW7 act, MITF inh, GPR151 activ
> O=C1NC(=S)NC(=O)C1=Cc1ccc(Sc2ccccc2)o1
  -5, 0.2, -13, 0.7
> Clc1ccccc1C1C=C(c2cccnc2)Nc2ncnn21 (centres undefined)
  11, 0.2, 18, 0.0
> COC(=O)C1C2c3ccccc3OC1(C)N=c1s/c(=C/c3cn(C)nc3C)c(=O)n12 (centres undefined)
  2, 0.8, 13, -0.4
> Cc1csc(CN2CCN(C(=O)COc3ccccc3F)CC2)n1
  5, 0.1, 3, 2.5
> O=C(COc1ccc(Br)cc1)N1CCN(Cc2cccc(F)c2)CC1
  1, 0.0, 38, 0.3
